NCI-60 one-dose screen, 48 h, at 10 µM unless noted. Numbers give growth in % (100 = growth as untreated, 0 = no growth, -100 = all killed).
MALME-3M: MALME-3M melanoma; hit rate 5.8% among 78,000
SK-MEL-5: SK-MEL-5 melanoma | hit rate 6.4% among 80,000
UACC-62: UACC-62 melanoma | hit rate 5.4% among 81,000
SK-MEL-28: SK-MEL-28 melanoma; hit rate 4.1% among 81,000
SK-MEL-2: SK-MEL-2 melanoma. hit rate 4.7% among 77,000. AID 1794763
LOX IMVI: LOX IMVI melanoma; hit rate 7.4% among 79,000
MDA-MB-435: MDA-MB-435 melanoma; AID 1794794; hit rate 7.8% among 82,000
UACC-257: UACC-257 melanoma. hit rate 4.4% among 78,000
An asterisk follows results filed as active; · = not tested or not shown; & = joins results of further samples; ! = not active in a repeat. How the source made its calls: active means growth percent below 10; inactive means the rest. Outcome played no part in choosing rows (roughly 13% active in at least one column).

SMILES	MALME-3M	SK-MEL-5	UACC-62	SK-MEL-28	SK-MEL-2	LOX IMVI	MDA-MB-435	UACC-257
C[Si](C)(CCC(=O)O)O[Si](C)(C)CCC(=O)O	83	97	100	100	108	98	107	99
O=C1c2nc3n(c2C(=O)c2nc4n(c21)CCC4)CCC3	·	64	107	126	85	79	102	79
COc1ccc(-c2nocc2-c2cc(OC)c(OC)c(OC)c2)cc1	60	7.2*	13	50	42	43	-54*	·
CCCO/N=C/c1ccncc1	102	110	101	107	114	104	92	89
COc1ccc(/C=N/NC(=O)CSc2nc3ccccc3c(=O)n2Cc2ccc(S(N)(=O)=O)cc2)cc1	105	101	100	110	110	100	103	100
Cn1c2ccc(Br)cc2c2c3c(c4c5ccccc5ccc4c21)C(=O)NC3=O	109	102	109	103	106	111	101	119
NCCN1C(=O)c2cccc3c(-c4ccc(-c5nc6c7ccccc7c7ccccc7c6[nH]5)cc4)ccc(c23)C1=O	97	96	94	101	104	69	93	102
Nc1cc(C(=O)O)c(-c2cc(O)c(N)cc2C(=O)O)cc1O	103	101	108	108	131	107	116	107
CCN(CC)C(=O)Cn1cc(C(=O)OC)nn1	107	104	106	103	101	103	102	94
Cc1ccc2nc(Nc3ncnc4c3cnn4-c3ccccc3)sc2c1	87	92	95	95	109	·	92	112
CCN1CCN(Cc2ccc(C(=O)Nc3cccc(Nc4ccc5c(OC)cccc5n4)c3)cc2C(F)(F)F)CC1	-95*	-99*	-95*	-100*	-76*	-92*	-95*	-83*
C=C1CCC2C(C)(CO)C(O)CCC2(C)C1CC(NCc1ccccc1)C1=CCOC1=O (configuration not stated)	100	113	94	101	101	97	106	102
Nc1cc(=S)nc(N)[nH]1	107	99	99	108	109	98	108	94
CC(=O)O[C@H]1[C@H](CC#CC#CC[C@@H]2C[C@]3(C)[C@H]4CC=C5[C@H]6[C@@H](C)[C@H](C)CC[C@]6(C(=O)NCCCN6CCN(CCCN)CC6)CC[C@@]5(C)[C@]4(C)CC[C@H]3C(C)(C)[C@H]2OC(C)=O)C[C@]2(C)[C@H]3CC=C4[C@H]5[C@@H](C)[C@H](C)CC[C@]5(C(=O)NCCCN5CCN(CCCN)CC5)CC[C@@]4(C)[C@]3(C)CC[C@H]2C1(C)C	108	98	116	127	122	98	114	109
Cc1ccc(S(N)(=O)=O)c(C)c1	99	101	104	111	130	·	103	101
CC1(C)CC[C@]2(C(N)=O)CC[C@]3(C)C(=CC[C@@H]4[C@@]5(C)CCC(=O)C(C)(C)[C@@H]5CC[C@]43C)[C@@H]2C1	97	90	78	103	94	97	101	92
COc1ccc(-c2nnc(Nc3c(C)cccc3C)o2)cc1	95	101	89	108	98	96	103	113
CC(=O)c1c(O)c2ccccc2oc1=O	100	97	94	87	105	102	106	96
COc1ccccc1C1OC2=C(Nc3ccc(Cl)cc3N2)C1=O (configuration not stated)	107	85	83	109	96	91	102	83
O=C(Nc1ccc2[nH]c(=O)[nH]c2c1)c1nn(Cc2ccccc2)c(=O)c2ccccc12	101	93	89	102	111	98	98	109
CN(C)CCCN=c1cc2c(=O)n(CCCN(C)C)c(=O)c3c(NCCCN(C)C)cc4c(O)n(CCCN(C)C)c(=O)c1c4c3-2	·	-82*	-49*	-49*	-9.3*	-42*	-53*	-27*
CCOC(=O)c1ccc(N=Cc2sc(=S)[nH]c2O)cc1	104	84	88	95	100	99	105	111
O=[N+]([O-])c1cccc(-c2nc3cc4nc5ccccc5[nH]c4cc3n2)c1	113	96	98	113	93	100	112	98
COc1ccc(CCC(=O)N2CC(C)OC(C)C2)cc1OC1CCCC1 (configuration not stated)	103	99	99	110	101	100	101	103
C#CC(C)OCC1CNC(=S)O1 (configuration not stated)	96	·	100	98	110	97	100	105
COc1cc(-c2cc(-c3ccccc3)nc3nc(N)nn23)cc(OC)c1OC	116	91	92	100	110	98	100	109
CS(=O)(=O)c1ccc(C(=O)O)cc1	112	105	77	113	102	96	111	97
CCOC(=O)c1c(C)nc2c(c1N)/C(=C/c1ccccn1)C(=O)N2Cc1ccccc1	31	41	4.7*	-2.4*	-26*	-88*	11	35
O=c1[nH]ccc2c(S(=O)(=O)N3CCCNCC3)cccc12	82	109	70	67	·	91	88	99
CC1(C)CC(=O)CC(=O)C1	79&94	101&100	100&101	104&112	91&99	96&102	109&100	101&99
COc1cc2ncnc(Nc3ccc(S(=O)(=O)Nc4nccs4)cc3)c2cc1OCCCN1CCOCC1	100	108	99	109	99	97	101	101
Fc1ccc(-c2cc3nc(C(Cl)Cl)nc(-c4ccc(F)cc4)n3n2)cc1	9.8*	77	44	-5.1*	108	56	15	20
NCCCCN(C[C@H]1Cc2ccccc2CN1)[C@H]1CCCc2cccnc21	101	101	88	107	83	77	92	86
COc1ccc2[nH]c(-c3ccccc3)cc2c1	122	97	85	110	101	105	100	87
CCCC(CCC)NCCOC(=O)c1ccc([N+](=O)[O-])cc1	97	101	102	108	96	102	98	102
Cc1nn(-c2ccccc2)c(-n2ccnc2)c1/C=N/Nc1nc(-c2ccc([N+](=O)[O-])cc2)cs1	87	58	85	102	103	93	93	83
CCCCCn1sc(=O)n(Cc2ccc(CNC(=O)C(C)c3ccc(CC(C)C)cc3)cc2)c1=O (configuration not stated)	-72*!	-89*!	-65*!	-53*!	-19*!	-93*!	-62*!	-19*!
COc1nc(N)nc2c1N=C(c1ccc(C(F)(F)F)cc1)c1ccccc1N2	100	95	95	109	·	91	95	124
COc1ccc(/C=C/C(=O)c2c(C)nc3ccccc3c2/C=C/c2ccccc2)cc1	98	79	61	111	85	70	75	97
C[C@@H](CO)[C@@H]1CCC=C2CC[C@]3(C)[C@H](CC[C@@H]4[C@@]5(C)CCCNC(C)(C)[C@@H]5CC[C@]43C)[C@H]21	47	72	80	70	52	-52*	7.6*	30
CCCCCCCCCCCCOC(=O)CCCCC	100	106	108	100	95	102	101	97
C=C(C(=O)O)[C@@H]1CC/C(C)=C/CC[C@@]2(C)O[C@H]2[C@H]1O	97	·	·	·	105	91	99	76
Nc1n[nH]c2cc(F)c([C@@H]3Nc4ccc5[nH]ncc5c4[C@H]4C5CCC(C5)[C@@H]34)cc12 (some centres not stated)	73	·	31	66	26	12	-15*	53
CCOC(=O)C1=NNC(=O)C1	86	107	90	106	131	96	85	109
NCC(=O)NC(Cc1ccccc1)C(=O)O (configuration not stated)	·	105	105	100	104	100	95	96
NC(N)=NS(=O)(=O)c1ccc(N=Nc2c(N)[nH]n(-c3ccccc3)c2=O)cc1	98	100	93	100	·	100	103	114
N=C([O-])c1ccccc1-c1[nH]c(-c2ccccc2)nc1-[n+]1ccccc1	102	97	98	103	96	90	98	94
COc1cc2c(cc1OC)/C(=N\O)CCCC2	111	107	112	109	121	101	127	118
N=c1c(S(=O)(=O)c2ccccc2)cc2c(=O)n3ccccc3nc2n1CCN1CCOCC1	99	94	96	121	106	91	101	95
CCOc1cccs1	108	101	107	98	·	98	103	·
(next part)
SMILES	MALME-3M	SK-MEL-5	UACC-62	SK-MEL-28	SK-MEL-2	LOX IMVI	MDA-MB-435	UACC-257
COc1cc(/C=C/C(=O)O)ccc1OCc1cn(-c2ccc(Cl)cc2)nn1	103	102	90	121	106	99	111	103
O=C1Nc2ccccc2N2C1=NNC(=S)N2c1ccccc1	83	92	80	103	96	85	87	89
CC(=O)c1ccc(NC(=O)CSc2nnc(-c3ccc4nc(-c5ccc(Cl)cc5)[nH]c4c3)o2)cc1	76	91	96	101	121	59	90	104
COC1CC(C)=Nc2nc(NN)nn21 (configuration not stated)	98	101	90	106	109	92	107	100
CCCCCCCC1CCC(=O)O1 (configuration not stated)	105	101	97	102	116	113	107	89
O=C1/C(=N\c2cc(=O)[nH]n2S(=O)(=O)c2ccccc2)Nc2ccccc21	95	99	98	116	102	92	108	123
O=C1/C(=C\c2cccs2)SC(=S)N1CCc1ccc(O)cc1	87	101	85	102	104	·	97	102
Cc1cccc(C)c1NC(=O)Cn1c(-c2nonc2N)nc2ccccc21	94	94	90	97	·	95	91	92
Cc1cccc(NC(=O)c2ccc(Cl)c(Cl)c2)c1	85	91	·	102	101	92	100	104
COc1ccc(/C=C/C(=O)c2c(C)nc3ccccc3c2/C=C/c2ccc(C)cc2)cc1O	91	81	64	91	92	79	83	87
Cc1ccc(S(=O)(=O)NCCNc2cc(-c3cn(C(C)(C)C)nc3-c3ccccc3)ccn2)cc1	120	86	89	110	114	103	103	111
CCOC(=O)c1c(C)oc2ncnc(N3CCN(C(=S)Nc4ccccc4)CC3)c12	100	·	87	107	95	91	102	98
CC(=O)OC1Oc2cc(C)c(C)cc2-c2oc(=O)c(Sc3ccc(C)cc3)cc21 (configuration not stated)	112	110	102	87	·	103	136	108
COc1ccc(-c2cc(-c3cccn3C)c(C#N)c(=O)n2Cc2ccccc2)cc1OC	113	·	99	124	114	109	113	117
O=C(O)C(Cc1c[nH]c2ccccc12)N1C(=O)CSC1=S (configuration not stated)	102	100	96	101	97	94	100	99
COc1cc(-c2nc3ccc(/C=C/C(=O)c4cc(F)cc(F)c4)cc3s2)ccc1F	94	124	92	113	·	91	95	107
O=c1c2cccc3c(N4CCCC4)ccc(c32)c2nc3ccccc3n12	70	65	63	91	113	52	103	92
CCc1c(C(=O)N[C@@H]2c3cc(Cl)ccc3CC[C@@H]2O)[nH]c(C)c1C(C)=O	110	45	70	81	·	51	97	80
O=C(NNc1ccccc1)Nc1cc(Cl)ccc1Cl	·	100	82	105	94	94	93	99
N#CCCC(C#N)(CCC#N)c1ccccc1	95	98	94	104	102	92	100	96

Given in CSV form: part of the list above
SMILES,MALME-3M,SK-MEL-5,UACC-62,SK-MEL-28,SK-MEL-2,LOX IMVI,MDA-MB-435,UACC-257
C[Si](C)(CCC(=O)O)O[Si](C)(C)CCC(=O)O,83,97,100,100,108,98,107,99
O=C1c2nc3n(c2C(=O)c2nc4n(c21)CCC4)CCC3,·,64,107,126,85,79,102,79
COc1ccc(-c2nocc2-c2cc(OC)c(OC)c(OC)c2)cc1,60,7.2*,13,50,42,43,-54*,·
CCCO/N=C/c1ccncc1,102,110,101,107,114,104,92,89
COc1ccc(/C=N/NC(=O)CSc2nc3ccccc3c(=O)n2Cc2ccc(S(N)(=O)=O)cc2)cc1,105,101,100,110,110,100,103,100
Cn1c2ccc(Br)cc2c2c3c(c4c5ccccc5ccc4c21)C(=O)NC3=O,109,102,109,103,106,111,101,119
NCCN1C(=O)c2cccc3c(-c4ccc(-c5nc6c7ccccc7c7ccccc7c6[nH]5)cc4)ccc(c23)C1=O,97,96,94,101,104,69,93,102
Nc1cc(C(=O)O)c(-c2cc(O)c(N)cc2C(=O)O)cc1O,103,101,108,108,131,107,116,107
CCN(CC)C(=O)Cn1cc(C(=O)OC)nn1,107,104,106,103,101,103,102,94
Cc1ccc2nc(Nc3ncnc4c3cnn4-c3ccccc3)sc2c1,87,92,95,95,109,·,92,112
CCN1CCN(Cc2ccc(C(=O)Nc3cccc(Nc4ccc5c(OC)cccc5n4)c3)cc2C(F)(F)F)CC1,-95*,-99*,-95*,-100*,-76*,-92*,-95*,-83*
C=C1CCC2C(C)(CO)C(O)CCC2(C)C1CC(NCc1ccccc1)C1=CCOC1=O (configuration not stated),100,113,94,101,101,97,106,102

Continuation.
SMILES	MALME-3M	SK-MEL-5	UACC-62	SK-MEL-28	SK-MEL-2	LOX IMVI	MDA-MB-435	UACC-257
NS(=O)(=O)c1ccc(N/C=C2\C=NC3C=CC=CC23)cc1 (configuration not stated)	82	98	93	105	94	106	98	98
CC1(C)CC[C@]23CC[C@]4(C)[C@H](CC[C@@H]5[C@@]6(C)CCCNC(C)(C)[C@@H]6CC[C@]54C)[C@H]2[C@H]1OC3=O	88	93	93	99	107	89	93	103
FC(F)(F)c1ccc(Nc2nnc(-c3ccccc3)o2)cc1	95	96	96	107	93	96	104	81
COC(=O)c1ccc(C(=O)OC)cc1	88	101	102	116	95	96	107	99
C=C(C)C#CCN(CCO)C(C)C	117	99	104	102	115	99	89	94
COc1ccc(CN2C(=O)CSC2c2cc3ccccc3[nH]c2=O)cc1OC (configuration not stated)	88	104	99	115	100	99	99	112
O=C(Nc1ccc(N=Cc2c(O)[nH]c3ccccc23)cc1)Nc1ccc(S(=O)(=O)Nc2ncccn2)cc1	112	100	103	120	111	101	101	103
N=C(Cc1nc(-c2ccc(Cl)cc2)cs1)Sc1ccccc1N	89	95	77	79	86	82	101	90
Cc1cc(=O)oc2cc(OCc3cn(CCNc4nc(-c5ccc(Cl)cc5)cn5ccnc45)nn3)ccc12	104	82	78	104	87	95	92	110
COc1ccc(S(=O)(=O)NCCNc2nccc(-n3ccc4cccnc43)n2)cc1	109	96	88	104	114	98	101	106
CC1(C)CC(=O)C2=C(C1)N(c1ccc(OC(F)(F)F)cc1)C(N)=C(C#N)C2c1ccc(Br)cc1 (configuration not stated)	68	94	93	91	98	77	98	80
CSc1ncnc2[nH]ncc12	122	105	123	113	144	98	109	101
COc1ccc2c(c1)c(-c1nc(-c3c[nH]c4ncccc34)cs1)cn2C	·	79	68	88	61	·	70	85
CC(N)CCCO (configuration not stated)	99	100	103	106	96	96	104	99
C[C@@H](C[C@H](CCOC(=O)N(C)C)c1ccccc1)c1cc2ccccc2o1	100	96	75	100	98	100	96	85
CC[C@H](Nc1nc(N)nc(C)c1C#N)c1nc2cccc(NCCCCCC(=O)NO)c2c(=O)n1-c1ccccc1	53	50	16	46	76	67	64	54
Nc1cc(C(=O)N/N=C/c2ccc(OC(F)F)c(Oc3ccccc3)c2)nn1CC(O)c1ccccc1 (configuration not stated)	109	97	84	110	106	96	107	103
CC(=O)Nc1cc2c3ccccc3ccc2c2ccccc12	120	102	102	125	110	98	107	101
NC1=NC(c2ccccc2OCc2ccccc2)n2c(nc3ccccc32)N1 (configuration not stated)	126	101	100	106	105	110	100	100
COC(=O)/C=C1\Sc2cc(F)ccc2NC1=O	102	104	89	129	·	93	100	91

High-throughput results from PubChem BioAssay.
